Source: PubChem (Sanford-Burnham Center for Chemical Genomics)
CXCR6 block: blocks human CXCR6 beta-arrestin recruitment; O00574; CHO-K1 PathHunter CXCR6 beta-arrestin, luminescence; inhibition, % at 20 µM; 0.36% of 360,000 active; in the data active = inhibition above about 34%, passing the limit was not always enough;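 note: antagonist mode with CXCL16 agonist at 10 nM final; 0% = 10 nM CXCL16 with DMSO and 100% = unstimulated wells without agonist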
Target sequence (O00574 whole entry, looked up): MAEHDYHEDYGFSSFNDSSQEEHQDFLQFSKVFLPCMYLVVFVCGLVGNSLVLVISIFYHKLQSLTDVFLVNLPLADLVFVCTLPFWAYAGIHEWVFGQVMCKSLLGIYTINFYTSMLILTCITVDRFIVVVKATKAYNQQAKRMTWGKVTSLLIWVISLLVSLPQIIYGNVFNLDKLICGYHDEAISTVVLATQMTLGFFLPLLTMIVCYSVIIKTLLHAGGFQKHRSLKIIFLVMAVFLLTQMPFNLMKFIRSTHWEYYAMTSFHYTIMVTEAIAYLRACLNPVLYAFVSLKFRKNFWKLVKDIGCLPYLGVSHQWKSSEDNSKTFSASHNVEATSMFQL
MPTP inh: permeability transition pore inhibition. isolated mouse mitochondria, Ca2+ swelling absorbance, 30 min. AID 602449. inhibition, % at 10 µM. 1.4% of 360,000 active;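 active = inhibition of 50% or more, scaled per plate between neutral and stimulator controls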;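 note: 0% = DMSO wells given calcium and 100% = 1 mM EGTA wells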
EBI2 antag: antagonists of human EBI2 receptor | inhibition, % at 5 µM | P32249 | EBI2 beta-arrestin recruitment, luminescence, 7a,25-OHC stimulated | 0.81% of 360,000 active; in the data active = inhibition above about 38%;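 note: enzyme fragment complementation signal reports receptor beta-arrestin coupling in cells; 0% = agonist plus DMSO wells and 100% = wells without agonist; some results beyond the cut were filed as inactive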
A3G deaminase: inhibitors of human APOBEC3G DNA deaminase | inhibition, % at 20 µM | recombinant A3G, ssDNA deamination FAM/TAMRA fluorescence | 0.28% of 330,000 active;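 active = inhibition of at least 40% at 20 µM, with no more than 30% in the related APOBEC3A deaminase screen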;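 note: plate controls were DMSO wells with A3G for no effect and wells lacking A3G enzyme for full effect; some compounds called inactive have numbers as strong as hits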
NR3A LBD binder: modulators (binders) of human NR3A ligand-binding domain; NR3A LBD differential scanning fluorimetry, Tm shift; 0% = protein alone, 100% = glycine-bound protein; Tm shift relative to glycine control, % at 25 µM; 2.5% of 340,000 active;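 active = melting temperature shift of at least 10% of the positive control shift, at one fixed dose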
Gli-Sufu block: blocks Gli-Sufu signaling in a luciferase reporter; Sufu-KO-LIGHT fibroblasts, Gli luciferase reporter luminescence; inhibition, % at 5 µM; 0.74% of 340,000 active;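 active = inhibition above about 55%, limit read from the data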;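 note: 0% = DMSO-treated cells and 100% = wells with medium but no cells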
CCR6 antagonist: CCR6 (human) receptor antagonism. P51684. CHO-K1 CCR6 PathHunter beta-arrestin, luminescence, CCL20-stimulated. inhibition, % at 20 µM. 0.49% of 340,000 active;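 active = compounds whose inhibition of the agonist-driven luminescence signal at 20 µM reaches about 50%, limit read from the data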;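 note: cells stimulated with CCL20 at 14 nM final; plate controls were DMSO with CCL20 for no effect and DMSO without agonist for full effect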
Target sequence (P51684 whole entry, looked up): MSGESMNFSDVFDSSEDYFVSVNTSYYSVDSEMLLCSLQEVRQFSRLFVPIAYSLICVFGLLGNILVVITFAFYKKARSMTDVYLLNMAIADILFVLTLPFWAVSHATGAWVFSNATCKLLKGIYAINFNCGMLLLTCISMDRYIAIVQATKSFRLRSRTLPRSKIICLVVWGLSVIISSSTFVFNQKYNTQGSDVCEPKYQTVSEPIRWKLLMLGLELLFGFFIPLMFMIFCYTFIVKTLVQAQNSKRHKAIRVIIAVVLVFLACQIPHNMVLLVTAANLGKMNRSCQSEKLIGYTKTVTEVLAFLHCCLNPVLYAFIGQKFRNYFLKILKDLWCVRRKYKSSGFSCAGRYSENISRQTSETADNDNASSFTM
A3A deaminase: inhibitors of human APOBEC3A DNA deaminase; P31941; inhibition, % at 20 µM; recombinant A3A, FAM/TAMRA ssDNA deamination fluorescence; 0.41% of 330,000 active;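 active = at least 40% inhibition at 20 µM here, with at most 30% in a related deaminase screen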;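 note: plate controls were A3A with DMSO for no effect and wells lacking A3A enzyme for full effect; some results filed as inactive read as strong as hits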
Target sequence (P31941 whole entry, looked up): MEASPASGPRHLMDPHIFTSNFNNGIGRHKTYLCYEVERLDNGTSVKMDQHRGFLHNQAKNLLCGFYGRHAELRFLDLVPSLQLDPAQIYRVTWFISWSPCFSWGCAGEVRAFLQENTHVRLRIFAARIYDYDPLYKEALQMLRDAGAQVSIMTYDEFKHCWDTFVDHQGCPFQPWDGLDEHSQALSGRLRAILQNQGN
* hit, by the source's call; nt = not tested or not shown.

1: Cc1cc(C)c2cc(CN(CCCN(C)C)C(=S)NCc3ccccc3)c(=O)[nH]c2c1
2: O=C(CCC(=O)c1ccc(F)cc1)NN1C(=O)NC2(CCCCC2)C1=O
3: O=C(CSc1nnnn1C1CCCCC1)Nc1ccccc1F
4: CC1C[N+](=C2C=C(N3CCOCC3)CC(C)(C)C2)CC(C)O1 (centres undefined)
5: Cc1cc(Br)c(NC(=O)COC(=O)c2ccc[n+]([O-])c2)c(Br)c1
assay / compound,1,2,3,4,5
CXCR6 block,8.5,4.8,-3.7,0.9,-2.9
MPTP inh,1.2,-0.7,-0.4,15.6,0.3
EBI2 antag,0.1,4.8,6.4,2.7,-4.3
A3G deaminase,1.4,-5.7,-18.6,18.2,-3.4
NR3A LBD binder,-0.4,-0.5,0.3,2.0,-1.5
Gli-Sufu block,5.7,0.3,-0.2,6.0,0.4
CCR6 antagonist,14.2,-7.0,10.5,-1.4,5.2
A3A deaminase,4.0,-0.5,-5.5,56.9*,-2.7

6: O=[N+]([O-])c1cccnc1N1CCCCC1
7: C/C(=N\NC(=O)c1ccccc1)c1ccc(NC(=O)c2cccs2)cc1
8: Cc1sc2ncnc(N3CCC(C(=O)N(C)CC(=O)Nc4ccccc4Cl)CC3)c2c1C
9: CCc1ccccc1NC(=O)c1cc(S(=O)(=O)N2CCCC2)c[nH]1
10: CCN(CC)CCn1c2ccccc2c2nc3ccc([N+](=O)[O-])cc3cc21
assay / compound,6,7,8,9,10
CXCR6 block,-4.4,0.5,0.9,2.3,0.4
MPTP inh,-2.6,-0.1,0.6,-0.6,-1.5
EBI2 antag,-29.8,-9.2,5.3,-6.1,22.1
A3G deaminase,-6.2,-7.5,-5.5,-2.3,0.8
NR3A LBD binder,0.9,-20.6,0.8,1.8,-1.5
Gli-Sufu block,6.6,-5.0,25.3,0.5,-67.7
CCR6 antagonist,-14.2,1.0,6.8,-2.1,19.7
A3A deaminase,-1.7,-6.2,-2.1,4.5,12.6

11: CC(C)c1ccc(NC(=O)Cn2cccc2C2=NC(c3ccccc3)CO2)cc1 (centres undefined)
12: CC(C)(C)OC(=O)C[C@H]1C/C=C\C[C@H](CC(=O)N(CCO)Cc2ccccc2)C(=O)N[C@@H](Cc2ccccc2)COC1=O
13: Cc1ccc(N(C(=O)c2csnn2)C(C(=O)NC2CCCC2)c2cccnc2)cc1 (centres undefined)
14: COCCNC(=O)C1CC(c2ccccc2[N+](=O)[O-])=NO1 (centres undefined)
15: CCn1c2ccccc2c2cc(NC(=O)COC(=O)c3ccccc3O)ccc21
assay / compound,11,12,13,14,15
CXCR6 block,6.2,16.0,-0.8,-10.0,-3.9
MPTP inh,8.3,0.2,0.1,-0.2,1.8
EBI2 antag,22.2,40.4,-0.1,-6.6,-2.1
A3G deaminase,-5.3,0.6,-9.1,-3.3,-0.4
NR3A LBD binder,-1.8,-3.9,-3.0,-3.9,-2.2
Gli-Sufu block,-6.4,-2.2,-1.1,-8.8,-7.7
CCR6 antagonist,21.0,9.7,-7.3,1.5,12.6
A3A deaminase,-3.4,-3.9,-4.6,0.8,-1.4

16: COCCNC(=O)c1ccc2c(c1)CCN2S(C)(=O)=O
17: O=C(NCCOC(=O)c1ccc(C(=O)OCCNC(=O)c2cccnc2)s1)c1cccnc1
18: Cc1cc(C)n(CC(=O)N/N=C/c2ccc3c(c2)OCO3)n1
19: CCOC(=O)N1CCN(C(=O)c2cccc(OC)c2OC)CC1
20: Cc1cc(O)cc(O[C@H]2OC(CO)[C@H](O)[C@@H](O)[C@H]2O)c1 (some centres undefined)
assay / compound,16,17,18,19,20
CXCR6 block,5.5,-4.8,-0.6,0.3,-3.3
MPTP inh,-1.5,-0.4,0.5,-1.0,-0.5
EBI2 antag,-11.2,0.8,-0.9,-0.9,1.5
A3G deaminase,-3.7,-6.9,-6.6,-3.3,-5.8
NR3A LBD binder,-1.0,0.4,-0.9,-0.7,1.3
Gli-Sufu block,-4.4,1.1,1.9,4.3,-13.6
CCR6 antagonist,-3.9,-1.9,-9.1,5.1,-0.6
A3A deaminase,-1.7,-0.3,-0.5,-1.2,-7.3

21: COc1ccc(OC)c(C(=O)CSc2nnc(Cc3cccs3)n2C)c1
22: Cc1ccc(OCc2ccc(C(=O)O)o2)cc1C
23: O=C(Cc1ccc(-n2cccc2)cc1)NCc1cccs1
24: COc1ccc(NC2CCCN(C(=O)COc3ccc(C)cc3)C2)cc1 (centres undefined)
25: O=S(=O)(Nc1c(F)cccc1F)c1ccc(Cl)nc1
assay / compound,21,22,23,24,25
CXCR6 block,-21.3,-6.0,4.3,-1.0,4.3
MPTP inh,-6.8,-0.5,-0.5,-1.0,-0.7
EBI2 antag,3.5,3.3,-12.7,24.2,-4.7
A3G deaminase,-4.2,-9.2,-2.8,5.1,2.5
NR3A LBD binder,0.6,2.2,-1.4,-1.1,1.7
Gli-Sufu block,-2.7,-66.8,5.8,-3.1,1.3
CCR6 antagonist,1.9,10.1,9.7,19.4,5.9
A3A deaminase,-2.2,-3.5,0.7,-0.3,3.6

26: COc1ccc(C(=O)N=C2SC3CS(=O)(=O)CC3N2Cc2ccc(F)cc2)cc1 (centres undefined)
27: CCO[C@H]1OC(C(=O)O)=C[C@@H](C)[C@@H]1CCCO
28: Cc1ccc(S(=O)(=O)N(C)C)cc1-n1c(SCC(=O)Nc2ccc(F)c(F)c2F)nc2ccccc2c1=O
29: CC(Sc1ccccc1)C(=O)N1CCN(S(=O)(=O)c2cccc(Br)c2)CC1 (centres undefined)
30: CCCSc1nnc(-c2ccccc2N)c(=O)[nH]1
assay / compound,26,27,28,29,30
CXCR6 block,7.6,-5.2,11.9,-10.9,-0.8
MPTP inh,1.0,0.5,0.7,-0.2,0.7
EBI2 antag,-3.6,-7.5,20.0,-9.1,2.5
A3G deaminase,-6.0,-8.0,-3.7,5.9,-5.6
NR3A LBD binder,1.4,-1.2,-2.8,1.3,-0.9
Gli-Sufu block,15.2,5.3,1.1,25.4,-11.0
CCR6 antagonist,9.1,12.6,13.6,-1.5,-2.0
A3A deaminase,-1.5,-0.2,-0.4,3.0,-3.6

31: NC(=O)C1CCN(C(=O)c2ccc(-c3ccccc3)cc2)CC1
32: CCN1C(=O)[C@H]2[C@@H](c3ccc(Cl)cc3)N3C(=O)CN(Cc4ccccc4)C(=O)[C@@]3(C)[C@H]2C1=O
33: O=C(O)CSCC(=O)Nc1cccc2ccccc12
34: CCOC(=O)C(NS(=O)(=O)c1ccccc1)(C(F)(F)F)P(=O)(OCC(C)C)OCC(C)C (centres undefined)
35: O=C(CN1C(=O)/C(=C/c2ccccc2F)Sc2ccccc21)NCCCN1CCOCC1
assay / compound,31,32,33,34,35
CXCR6 block,-2.4,-1.8,4.1,-4.3,1.6
MPTP inh,-5.1,2.6,-0.5,1.0,-0.3
EBI2 antag,4.3,1.4,-3.2,-5.5,-8.3
A3G deaminase,1.9,-7.8,-2.5,-5.1,-5.8
NR3A LBD binder,-0.2,0.2,-3.9,2.5,-2.8
Gli-Sufu block,8.3,-5.2,-10.8,0.8,5.4
CCR6 antagonist,-0.8,-4.2,-21.0,4.5,12.0
A3A deaminase,-2.3,-0.7,0.9,1.6,-3.3

36: CC(C)CN(C(=O)CN1CCC(C)CC1)c1c(N)n(CC(C)C)c(=O)[nH]c1=O
37: CCN1C(=O)S/C(=C/c2ccc(Sc3nc4ccccc4[nH]3)o2)C1=O
38: COCCN1C(=O)c2ccccc2C(C(=O)NCC2CCCO2)C1c1c[nH]c2ccccc12 (centres undefined)
39: NC(=O)c1c(NC(=O)CSc2nnc(-c3ccco3)n2-c2ccccc2)sc2c1CCC2
40: Cn1c(CNS(=O)(=O)c2ccc(F)cc2)n[nH]c1=S
assay / compound,36,37,38,39,40
CXCR6 block,3.3,-10.7,-7.2,-1.8,-5.4
MPTP inh,0.8,80.4*,-2.0,1.5,-1.5
EBI2 antag,-14.2,-2.4,-0.7,-3.0,-11.6
A3G deaminase,-12.7,-7.8,-9.4,28.7,-4.7
NR3A LBD binder,-1.9,-4.3,-9.6,-4.1,0.8
Gli-Sufu block,5.9,29.7,3.6,1.9,5.7
CCR6 antagonist,-0.6,9.1,2.9,18.8,-6.4
A3A deaminase,0.3,5.1,-1.1,41.4*,-2.5

41: COc1cc(NC(=O)C23CC4CC(C2)CC(n2nnc(C)n2)(C4)C3)c(OC)cc1Cl
42: O=C(Nc1ccccc1F)c1ccc2snnc2c1
43: Cc1csc(NC(=O)COCC(=O)O)c1-c1nc2ccccc2s1
44: CC(C)Cc1nnc(NC(=O)C2CC(=O)N(c3ccc4c(c3)OCCO4)C2)s1 (centres undefined)
45: COc1cccc(/C=N/N2CCN(C3c4ccccc4-c4ccccc43)CC2)c1O
assay / compound,41,42,43,44,45
CXCR6 block,-3.2,3.7,1.2,1.9,-4.3
MPTP inh,1.9,-1.0,2.9,4.9,0.0
EBI2 antag,-2.2,0.0,5.9,-1.8,10.1
A3G deaminase,-6.5,-2.6,-4.1,1.5,-2.8
NR3A LBD binder,2.0,-0.6,-5.0,-0.8,-0.4
Gli-Sufu block,5.6,-22.9,-3.7,6.9,7.1
CCR6 antagonist,16.2,5.4,8.7,-0.9,9.2
A3A deaminase,-3.5,0.4,-1.5,11.7,3.0

46: CCC(Oc1ccccc1)C(=O)Nc1nnc(S(=O)(=O)N2CCCCC2)s1 (centres undefined)
47: CCOC(=O)c1ccc(N2C(=O)c3n[nH]c(-c4ccco4)c3C2c2ccc([N+](=O)[O-])cc2)cc1 (centres undefined)
48: O=C(O)C(c1ccccc1)C1CCCCC1O (centres undefined)
49: Cn1c(SCC(=O)Nc2ccc(N3CCOCC3)cc2)nnc1C(F)(F)F
50: COc1cc(C(=O)NCCNc2nc3ccc(C)cc3cc2C#N)cc(OC)c1OC
assay / compound,46,47,48,49,50
CXCR6 block,4.2,12.6,1.2,-2.9,7.2
MPTP inh,20.8,-0.2,0.0,-0.9,-1.1
EBI2 antag,-1.6,24.9,-8.2,-9.7,-0.3
A3G deaminase,-2.4,-1.9,nt,-7.0,-8.1
NR3A LBD binder,-4.7,26.7*,-0.5,-2.7,2.0
Gli-Sufu block,37.7,6.7,-0.8,-9.0,nt
CCR6 antagonist,17.3,27.6,-1.9,8.4,4.3
A3A deaminase,-2.7,4.2,nt,-3.5,-5.7

Shown in markdown: part of the list above
| # | canonical_smiles | CXCR6 block | MPTP inh | EBI2 antag | A3G deaminase | NR3A LBD binder | Gli-Sufu block | CCR6 antagonist | A3A deaminase |
| --- | --- | --- | --- | --- | --- | --- | --- | --- | --- |
| 46 | CCC(Oc1ccccc1)C(=O)Nc1nnc(S(=O)(=O)N2CCCCC2)s1 (centres undefined) | 4.2 | 20.8 | -1.6 | -2.4 | -4.7 | 37.7 | 17.3 | -2.7 |
| 47 | CCOC(=O)c1ccc(N2C(=O)c3n[nH]c(-c4ccco4)c3C2c2ccc([N+](=O)[O-])cc2)cc1 (centres undefined) | 12.6 | -0.2 | 24.9 | -1.9 | 26.7* | 6.7 | 27.6 | 4.2 |

Next section
51: COCC(=O)N(C)C1(c2nnnn2CCOC(=O)Nc2cccc3ccccc23)CCCC1
52: Cc1noc(C)c1C(=O)OCC(=O)Nc1c(F)cccc1F
53: CC1CCCC(NC(=O)c2ccc3c(c2)N(Cc2ccccc2)C(=O)CS3=O)C1C (centres undefined)
54: O=C(c1ccc(S(=O)(=O)NCc2ccco2)cc1)N1CCN(Cc2ccccc2F)CC1
55: O=C(O)Cc1ccc2oc(-c3ccccn3)nc2c1
56: CC(=O)c1ccc(OC(=O)c2ccc(-n3nc(C)cc3C)cc2)cc1
57: Cc1ccc(C)c(-n2c(=O)c(C#N)cc3c(=O)n4ccccc4nc32)c1
assay / compound,51,52,53,54,55,56,57
CXCR6 block,-14.7,-3.5,-3.2,-16.3,2.1,-8.5,4.0
MPTP inh,-1.1,0.5,-0.5,-0.8,-0.4,-2.0,-0.8
EBI2 antag,-12.1,-12.5,-1.9,7.8,2.8,-15.9,-0.7
A3G deaminase,7.9,-9.0,-2.9,-6.1,-4.7,-4.6,-11.5
NR3A LBD binder,-1.0,-0.6,-4.3,-1.2,-0.5,-2.9,1.2
Gli-Sufu block,-7.9,-2.6,8.7,1.3,1.2,-2.9,-0.7
CCR6 antagonist,-19.3,4.5,1.4,6.0,-4.3,4.7,12.0
A3A deaminase,11.7,-0.2,0.1,-1.4,-3.7,-1.2,-1.0
